From PubChem BioAssay
CDK5 p35 inh – blocks human CDK5/p35 kinase activity. Q00535+Q15078. Recombinant CDK5/p35, ADP-Glo luminescence, 60 min. inhibition, % at 10 µM. 330,000 compounds, 0.01% hits;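 active = highest replicate inhibition of at least 50% and at least 75% of replicates reaching 50%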;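 note: plate controls were DMSO neutral control for no effect and GW8510 at 10 µM for full effect; many of its hits are not listed in these tables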
dFosB act – mouse delta FosB homodimer activation | 340,000 compounds, 0.99% hits | purified delta FosB, TAMRA-CDK5 oligo fluorescence polarization; percent of positive-control signal above neutral wells | P13346 | AID 493131 | activation, % at 25 µM;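 active = mean activation above about 17%, with every replicate also reaching it, limit read from the data, passing the limit was not always enough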;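 note: fluorescence polarization rise as delta FosB binds a TAMRA Cdk5 AP-1 oligo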
Target sequence (P13346 whole entry, looked up): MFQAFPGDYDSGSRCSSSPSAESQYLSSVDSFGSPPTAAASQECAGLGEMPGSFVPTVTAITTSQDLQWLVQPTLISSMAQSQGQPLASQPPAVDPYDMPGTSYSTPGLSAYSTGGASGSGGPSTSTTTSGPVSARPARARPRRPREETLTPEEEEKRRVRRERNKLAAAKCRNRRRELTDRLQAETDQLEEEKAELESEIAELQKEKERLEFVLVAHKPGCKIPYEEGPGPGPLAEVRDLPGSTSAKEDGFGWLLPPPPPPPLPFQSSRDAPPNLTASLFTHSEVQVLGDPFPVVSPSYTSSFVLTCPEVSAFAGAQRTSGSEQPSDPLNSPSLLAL
NSD2 inh – inhibitors of human histone methyltransferase NSD2; O96028; NSD2 peptide methylation, AlphaScreen, 120 min; inhibition, % at 12.5 µM; 310,000 compounds, 0.54% hits; AID 743445; in the data active = inhibition above about 50%
HTR5A inv ag – HTR5A inverse agonism, opioid heterodimer counter-screen; inhibition, % at 9.3 µM; AID 504634; P47898; HTR5A cell line, luminescence; 340,000 compounds, 0.083% hits; in the data active = inhibition mostly above about 23%, no sharp cut-off; inactive = mostly below about 18%;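 note: 0% = cells with DMSO and 100% = no-cell wells with DMSO; some compounds called inactive have numbers as strong as hits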
Wnt bcat act – Wnt/beta-catenin pathway activation; Wnt/beta-catenin reporter cell assay, activator, plate reader; activation, % at 9.35 µM; 300,000 compounds, 1.2% hits; AID 743398; in the data active = activation above about 30%, passing the limit was not always enough;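 note: 0% = neutral control wells and 100% = positive control wells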
PvdQ acylase – P. aeruginosa PvdQ acylase inhibition. purified PvdQ acylase, fluorescence plate reader. inhibition, % at 10 µM. 340,000 compounds, 0.063% hits; in the data active = inhibition above about 30%, passing the limit was not always enough;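 note: 0% = vehicle neutral wells and 100% = reference inhibitor wells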
HTR5A ag ctr – counter-screen for OPRM1-OPRD1 agonists: human HTR5A agonism; activation, % at 9.3 µM; HTR5A agonist assay, luminescence, cell-based; AID 504692; 340,000 compounds, 0.61% hits; in the data active = activation mostly above about 9.5%, no sharp cut-off; inactive = mostly below about 7.6%;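 note: 0% = cells with vehicle only and 100% = reference agonist; strong numbers were not always called active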
SR-BI HDL uptake – mouse SR-BI HDL lipid transfer inhibition. ldlA[mSR-BI] CHO cells, DiI-HDL uptake fluorescence, 3 h. inhibition, % at 12.5 µM. 320,000 compounds, 0.96% hits;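 active = mean replicate inhibition of at least 70% and a set share of replicates each scoring 70 or more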;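 note: 0% = median of neutral control wells and 100% = median of positive control wells; values of inactives mirror those of a sister screen read the other way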
Target sequence (Q61009 whole entry, looked up): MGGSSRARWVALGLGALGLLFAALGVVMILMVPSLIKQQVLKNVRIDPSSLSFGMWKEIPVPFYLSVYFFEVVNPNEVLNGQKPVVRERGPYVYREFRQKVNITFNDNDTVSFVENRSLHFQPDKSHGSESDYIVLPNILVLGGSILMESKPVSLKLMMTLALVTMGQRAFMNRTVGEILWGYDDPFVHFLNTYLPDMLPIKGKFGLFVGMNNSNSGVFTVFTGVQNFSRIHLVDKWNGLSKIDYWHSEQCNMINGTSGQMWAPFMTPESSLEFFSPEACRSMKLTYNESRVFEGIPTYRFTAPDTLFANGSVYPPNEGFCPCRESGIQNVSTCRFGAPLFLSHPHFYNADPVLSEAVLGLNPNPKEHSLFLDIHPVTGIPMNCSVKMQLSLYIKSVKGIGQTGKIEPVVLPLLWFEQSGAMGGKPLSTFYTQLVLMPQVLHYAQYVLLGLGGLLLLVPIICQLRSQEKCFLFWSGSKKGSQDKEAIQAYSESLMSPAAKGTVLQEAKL
V-ATPase pH – regulators of yeast V-ATPase proton transport; S. cerevisiae, pHLuorin cytosolic pH fluorescence; response, % at 10 µM; 350,000 compounds, 0.37% hits; in the data active = response mostly above about 7.3%, no sharp cut-off; inactive = mostly below about 5.4%; note: actives read high; inactives centre near 0; some compounds called inactive have numbers as strong as hits; reference of the scale not given here
MITF act – activators of MITF-driven TRPM1 promoter activity in SK-MEL-5 cells; AID 588334; SK-MEL-5 TRPM1-promoter luciferase, 24 h; % of positive control, neutral wells = 0; 300,000 compounds, 0.75% hits; activation, % at 12.5 µM;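 active = mean activation of at least 80% with every replicate also reaching 80%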;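 note: 0% = neutral control wells and 100% = parthenolide positive control wells; values of inactives mirror those of a sister screen read the other way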
Active calls of the source: *; . = no result given.

Values in the order: MITF act	NSD2 inh	V-ATPase pH	Wnt bcat act	PvdQ acylase	HTR5A inv ag	CDK5 p35 inh	dFosB act	SR-BI HDL uptake	HTR5A ag ctr
1	O=C(O)/C=C/C(=O)N1CCc2ccccc21
 : -9	-1	-1	1	8	-7	-0.5	-2	-10	3
2	COc1cc(/C(=C/c2ccccc2)c2ccccc2)c2c(c1)oc1ccccc12
 : -3	.	-7	-3	2	-18	0.9	3	25	7
3	COc1ccc(C2N(c3ccc(C)cc3)CCN2c2ccc(C)cc2)cc1O
 : 13	0	1	-1	-7	13	-1.1	-20	0	-5
4	CCCCCN(C(=O)CCC(=O)OC(C)C(=O)c1ccc(Cl)cc1)c1c(N)n(CCCC)c(=O)[nH]c1=O (stereo not given)
 : -2	26	-2	0	-11	17	1.6	-20	47	-1
5	COC(=O)C1(S(=O)(=O)c2cccc3nsnc23)CC1
 : .	1	4	-1	-10	-14	1.9	-1	-32	6
6	Cc1[nH]c2ccccc2c1SCC(=O)N1CCCCC1
 : -5	2	-1	-1	-8	18	0.5	-11	7	3
7	Cn1ccnc1SCC(=O)N1CCc2ccccc21
 : 39	-1	-6	13	0	9	-1.0	-4	11	4
8	N#CCc1ccc(NC(=O)c2ccc(S(=O)(=O)N3CCCC3)cc2)cc1
 : -10	4	0	-1	3	-8	8.9	-8	17	-3
9	O=C1NCCN1c1ncc([N+](=O)[O-])s1
 : 3	.	6	-2	-16	-7	-1.1	-10	-5	7
10	O=C(Nc1ccc2c(c1)OCCO2)C1CCCN(c2ncccn2)C1 (stereo not given)
 : .	0	0	46*	-16	-17	-0.6	0	6	6

A draw from above in order of heavy-atom count, falling:
Values in the order: MITF act	NSD2 inh	V-ATPase pH	Wnt bcat act	PvdQ acylase	HTR5A inv ag	CDK5 p35 inh	dFosB act	SR-BI HDL uptake	HTR5A ag ctr
4	CCCCCN(C(=O)CCC(=O)OC(C)C(=O)c1ccc(Cl)cc1)c1c(N)n(CCCC)c(=O)[nH]c1=O (stereo not given)
 : -2	26	-2	0	-11	17	1.6	-20	47	-1
2	COc1cc(/C(=C/c2ccccc2)c2ccccc2)c2c(c1)oc1ccccc12
 : -3	.	-7	-3	2	-18	0.9	3	25	7
10	O=C(Nc1ccc2c(c1)OCCO2)C1CCCN(c2ncccn2)C1 (stereo not given)
 : .	0	0	46*	-16	-17	-0.6	0	6	6
1	O=C(O)/C=C/C(=O)N1CCc2ccccc21
 : -9	-1	-1	1	8	-7	-0.5	-2	-10	3
9	O=C1NCCN1c1ncc([N+](=O)[O-])s1
 : 3	.	6	-2	-16	-7	-1.1	-10	-5	7

Reformatted: entries from further up
[7] Cn1ccnc1SCC(=O)N1CCc2ccccc21
  MITF act = 39 | NSD2 inh = -1 | V-ATPase pH = -6 | Wnt bcat act = 13 | PvdQ acylase = 0 | HTR5A inv ag = 9 | CDK5 p35 inh = -1.0 | dFosB act = -4 | SR-BI HDL uptake = 11 | HTR5A ag ctr = 4

[8] N#CCc1ccc(NC(=O)c2ccc(S(=O)(=O)N3CCCC3)cc2)cc1
  MITF act = -10 | NSD2 inh = 4 | V-ATPase pH = 0 | Wnt bcat act = -1 | PvdQ acylase = 3 | HTR5A inv ag = -8 | CDK5 p35 inh = 8.9 | dFosB act = -8 | SR-BI HDL uptake = 17 | HTR5A ag ctr = -3

(list continues)
Values in the order: MITF act	NSD2 inh	V-ATPase pH	Wnt bcat act	PvdQ acylase	HTR5A inv ag	CDK5 p35 inh	dFosB act	SR-BI HDL uptake	HTR5A ag ctr
11	Cc1ccc(Cn2nnc3c(=O)[nH]c(C(=O)NCc4ccco4)nc32)cc1
 : -4	1	-5	.	-13	6	-0.1	-9	-8	3
12	Cc1cccc(C)c1NC(=S)NCCCN1CCCC1=O
 : 3	-2	4	.	5	8	1.3	4	-29	-2
13	CCCc1cc(=O)n2nc(N3CCC(C(=O)N4CCN(c5cccc(OC)c5)CC4)CC3)sc2n1
 : -13	7	-1	-2	-8	8	-1.5	-16	46	2
14	COc1ccc(/C=C(/NC(=O)c2ccc(C)cc2)c2nc3ccccc3[nH]2)cc1OC
 : .	2	5	.	-2	6	1.4	-1	0	-1
15	CC(C)(C)c1cc(C(=O)NCc2ccco2)ccn1
 : -4	2	-1	-3	-6	32	-1.0	4	-11	4
16	COC(=O)CCSCC(=O)Nc1nnc(C)s1
 : .	.	-5	-7	5	6	-0.2	-5	-26	-2
17	CCOc1ccc2nc(SCC(=O)N(CCOC)c3c(N)n(Cc4ccccc4)c(=O)[nH]c3=O)[nH]c2c1
 : -24	-1	3	0	-9	13	0.1	-7	16	-5
18	C/C(CC(=O)Nc1cc(C)ccn1)=N\NC(=O)c1cccc(C)c1
 : 8	2	5	8	-10	3	-0.9	-1	-18	-3
19	COC(=O)c1cc(Br)c(=O)n(CCN2CCCC2)c1
 : 6	-1	1	-1	-17	-9	-1.6	-1	3	2
20	CCN1CCN(c2ncnc3scc(-c4ccc(C)cc4)c23)CC1
 : 10	17	6	-1	-7	-2	0.9	-9	14	0
21	CCCCN(C(=O)CN1CC(C)OC(C)C1)c1c(N)n(CC(C)C)c(=O)[nH]c1=O (stereo not given)
 : 5	-3	-3	-2	-4	33	0.2	3	-20	1
22	Cc1cc(N2C(=O)C(O)=C(C(=O)c3cc4ccccc4o3)C2c2ccc(Cl)cc2)no1 (stereo not given)
 : -4	-2	0	0	-6	-18	0.7	-11	-11	5
23	CCc1nnc(NC(=O)c2ccc(S(=O)(=O)N3CCCCC3)cc2)s1
 : .	-2	-3	2	6	-1	-0.2	-1	.	0
24	CCOc1ccc(C(=O)Nc2ccc3c(c2)OCCO3)cc1
 : .	-3	-4	-3	-1	8	0.9	-1	-16	-2
25	O=C(/C=C/c1ccc(Cl)cc1)N1CCN(c2ccccn2)CC1
 : 13	0	3	-4	4	-17	0.3	-4	11	6
26	CC(C)NC(=O)C1CCN(C(=O)c2cc3sccc3n2Cc2ccc(F)cc2)CC1
 : -27	.	-2	.	-5	16	-0.3	-10	-1	-6
27	Cn1c(SCC(=O)c2ccccc2)ncc(C(=O)Nc2ccccc2)c1=O
 : -11	-2	-1	7	-5	-4	2.1	-8	0	1
28	O=C(O)c1ccc(-c2nc(-c3ccccc3Cl)cs2)cc1
 : 47	-2	0	7	-3	-27	-1.1	-1	-32	5
29	CC(=O)Nc1ccc(NC(=O)C2(C)CC2(Cl)Cl)cc1 (stereo not given)
 : -2	0	0	-2	-8	-4	-1.8	-6	-22	2
30	Cc1c(Cc2ccccc2)c(=O)oc2c(C)c(OCC(=O)N[C@@H](Cc3ccccc3)C(=O)O)ccc12
 : .	.	1	-2	-12	-12	0.8	-2	-10	7
31	CCC(=O)O[C@]1(C(=O)CCl)[C@@H](C)C[C@H]2[C@@H]3CCC4=CC(=O)C=C[C@]4(C)[C@@]3(F)[C@@H](O)C[C@@]21C
 : 35	.	0	-4	4	-21	-0.2	-7	1	-3
32	CCCCCSc1nnc2c(n1)OC(c1cccn1C)N(C(C)=O)c1ccccc1-2 (stereo not given)
 : 1	-1	-1	-2	6	1	-1.2	-6	6	-1
33	COc1cc(/C=C2\C(=N)N3N=C(S(C)(=O)=O)SC3=NC2=O)ccc1OC(=O)c1ccco1
 : -6	48	3	-2	2	-1	.	-13	-9	0
34	COc1ccc(CN2CCNC(=O)C2CC(=O)N2CCCN(C(C)=O)CC2)cc1OC (stereo not given)
 : -7	0	-2	0	-4	0	-0.5	2	-15	-5
35	CN(CC(=O)Nc1ccccc1Cl)C(=O)CSc1ncc(C(F)(F)F)cc1Cl
 : 2	-1	3	-5	-9	1	-0.3	-5	-9	0
36	COC(=O)c1sc(NC(=O)CSc2nnc(C(C)C)n2C)nc1C
 : -10	2	-2	.	-14	11	2.1	-2	-22	5
37	O=C(c1c(F)cccc1F)N1CCN(c2ccccc2F)CC1
 : 2	2	-4	.	7	8	-1.4	-1	-12	1
38	CCCCNc1ncnc2c1cnn2Cc1ccc(Cl)cc1
 : .	-3	-1	0	-11	-3	-0.6	-11	9	1
39	CCN(CC)S(=O)(=O)c1cc(NC(=O)C2CCN(c3ncnc4sc(C)c(C)c34)CC2)ccc1Cl
 : -64	-5	2	-11	-9	21	-0.1	1	36	-1
40	COc1cccc(-c2nc3c(c(SCC(=O)N4CCOCC4)n2)Cc2c(CO)cnc(C)c2O3)c1
 : -14	.	-3	.	4	-3	0.6	-22	-22	6
41	Cc1ccc(S(=O)(=O)NNC(=O)c2cccs2)c(C)c1
 : 7	0	3	-1	-7	-5	2.7	-3	-40	3
42	O=C(c1cccc(Br)c1)N1CCN(S(=O)(=O)N2CCOCC2)CC1
 : 1	-3	5	-9	2	5	0.6	1	-2	-2
43	O=C1CCCC2=C1C1c3ccccc3C(=O)N1c1ccc(C(=O)c3ccccc3)cc1N2 (stereo not given)
 : -16	1	1	.	6	-20	-1.5	-9	13	0
44	COc1cccc(CC(NC(C)=O)C(=O)NC2CCN(S(=O)(=O)c3ccc(NC(C)=O)cc3)CC2)c1 (stereo not given)
 : 1	6	7	-1	6	-13	1.2	-6	-2	5
45	O=C(NC1CCCCCC1)c1ccc(CS(=O)(=O)Cc2ccccc2F)o1
 : 4	6	2	-1	-10	15	0.4	-10	-13	3
46	CC1CN(c2nc3ccccc3cc2-c2ccccc2)CC(C)O1 (stereo not given)
 : -12	-29	-3	-2	-9	7	-2.0	-5	37	-2
47	Cc1ccc(NC(=O)CN(C)CC(=O)Nc2ccc(N3CCOCC3)cc2)c([N+](=O)[O-])c1
 : 2	2	0	-3	-4	2	-1.4	-6	35	4
48	COc1ccc(CN(C)C(=O)/C=C/c2ccc(S(=O)(=O)N3CCCCCC3)cc2)cc1
 : 0	-5	-3	-20	1	17	-1.3	-7	35	3
49	Cc1ccc(-n2c(=S)sc3c(=O)n(-c4ccc(F)cc4)c(SCC(=O)O)nc32)cc1C
 : -8	3	-4	-1	6	-18	-0.9	-7	-3	5
50	COc1ccc(N2CCC(CNC(=S)Nc3c(C)cc(C)cc3C)C2)cc1 (stereo not given)
 : -14	-1	-3	-8	-3	21	0.9	-17	.	5
51	OCC[C@H]1C[C@H](O)[C@@H](O)[C@]2(CCc3ccccc3CO2)O1
 : 6	.	-1	1	0	-2	0.0	-2	12	1
52	O=C(NC(=S)Nc1ccc(S(=O)(=O)NC2CCCCC2)cc1)c1cccs1
 : -14	-2	-1	1	-8	-11	-0.8	3	5	4
53	O=C(COc1ccc(Cl)cc1Cl)NCCCCc1ccccc1
 : -4	-5	-2	.	-5	-25	-1.4	-1	5	1
54	C=CCC1NS(=O)(=O)OC(COC)C1C (stereo not given)
 : 6	.	1	3	1	-13	1.7	8	-5	-1
